phage Ecoli inh: E. coli growth loss with phage present. growth absorbance. inhibition, % at 11.9 µM. actives 0.26% (n = 360,000); in the data active means inhibition above about 11%
Wnt act: Wnt/beta-catenin pathway activation. Wnt/beta-catenin reporter cell assay, activator, plate reader. activation, % at 9.35 µM. actives 1.2% (n = 300,000). AID 743398; in the data active means activation above about 30%, passing the limit was not always enough; inconclusive means no clear call, values can overlap the other calls;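 further: 0% = neutral control wells and 100% = positive control wells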
Ecoli viability: bacterial growth inhibition, counter-screen for AddAB inhibitors. E. coli V3065 growth, OD600 absorbance, 18 h. inhibition, % at 11.9 µM. actives 0.27% (n = 330,000). AID 449728;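 active means inhibition above the campaign's mean inhibition across all tested compounds plus 3 SD, cut at about 9.9% in these data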;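 further: uninfected addAB+ strain grown without phage in ampicillin broth; 0% = DMSO wells and 100% = ciprofloxacin 0.95 µg/ml wells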
DAGLB inhibitor: blocks human DAGLB lipase activity; Q8NCG7; HEK293T DAGLB membrane lysate, EnzChek fluorogenic substrate; inhibition, % at 5.17 µM; actives 0.059% (n = 340,000); in the data active means inhibition above about 34%;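 further: 0% = enzyme with vehicle and 100% = wells lacking enzyme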
Target sequence (Q8NCG7 whole entry, looked up): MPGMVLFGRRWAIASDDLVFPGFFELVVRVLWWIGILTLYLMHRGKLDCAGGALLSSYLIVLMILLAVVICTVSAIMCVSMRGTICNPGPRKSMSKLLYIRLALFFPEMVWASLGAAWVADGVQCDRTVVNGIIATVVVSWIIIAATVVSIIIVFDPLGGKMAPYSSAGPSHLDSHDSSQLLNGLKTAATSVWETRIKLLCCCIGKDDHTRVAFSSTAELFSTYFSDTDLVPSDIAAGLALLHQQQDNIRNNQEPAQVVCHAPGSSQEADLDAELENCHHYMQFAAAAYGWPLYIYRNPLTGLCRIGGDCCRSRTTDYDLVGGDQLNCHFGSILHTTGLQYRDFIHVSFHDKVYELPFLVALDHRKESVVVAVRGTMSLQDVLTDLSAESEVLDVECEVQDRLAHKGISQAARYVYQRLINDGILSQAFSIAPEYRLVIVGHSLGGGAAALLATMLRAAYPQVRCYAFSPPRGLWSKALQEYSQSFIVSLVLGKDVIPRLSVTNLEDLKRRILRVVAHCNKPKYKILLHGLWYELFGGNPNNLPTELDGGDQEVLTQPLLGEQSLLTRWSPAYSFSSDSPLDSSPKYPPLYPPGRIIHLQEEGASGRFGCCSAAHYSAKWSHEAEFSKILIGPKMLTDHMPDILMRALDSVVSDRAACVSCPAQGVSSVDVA
PfHsp90 set2: inhibits growth of yeast expressing Plasmodium falciparum Hsp90. AID 504621. inhibition, % at 9.4 µM. S. cerevisiae expressing PfHsp90, BacTiter-Glo ATP, 48 h; yeast lacking PDR1 and PDR3 efflux regulators. actives 0.32% (n = 310,000);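 active means every replicate shows inhibition above about 80%, whatever the replicate mean, limit read from the data; inconclusive means mean inhibition reaches the set limit but some replicate falls short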;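 further: 0% = DMSO neutral controls and 100% = 20 µM radicicol positive controls; yeast relying on Plasmodium falciparum Hsp90 in place of its own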
Rtt109 HAT inh: blocks Candida albicans Rtt109/Vps75 acetyltransferase activity; Q5AAJ8; purified Rtt109/Vps75, ThioGlo CoA-SH fluorescence, 4 h; inhibition, % at 34.9 µM; actives 0.16% (n = 330,000); AID 540336;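 active means inhibition of at least 50% in every replicate; inconclusive means best replicate reaches 50% inhibition but some replicates fall short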
Target sequence (Q5AAJ8 whole entry, looked up): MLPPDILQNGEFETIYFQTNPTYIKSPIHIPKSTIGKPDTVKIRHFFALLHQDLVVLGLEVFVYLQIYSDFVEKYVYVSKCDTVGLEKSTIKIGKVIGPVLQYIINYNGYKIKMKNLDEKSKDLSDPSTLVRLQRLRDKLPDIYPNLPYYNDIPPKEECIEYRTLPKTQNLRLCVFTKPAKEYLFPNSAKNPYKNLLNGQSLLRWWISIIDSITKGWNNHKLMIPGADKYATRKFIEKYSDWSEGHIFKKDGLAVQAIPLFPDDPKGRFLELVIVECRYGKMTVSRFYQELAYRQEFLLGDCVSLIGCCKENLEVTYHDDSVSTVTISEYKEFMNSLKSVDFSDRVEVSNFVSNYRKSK
CAL PDZ FP: human CAL PDZ-peptide interaction inhibition | Q9HD26 | actives 0.02% (n = 330,000) | inhibition, % at 20 µM | purified CAL PDZ, TMR-peptide fluorescence polarization, 1 h;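 active means highest replicate inhibition of at least 40%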;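 further: plate controls were DMSO neutral control wells for no effect and unlabeled competitor peptide control wells for full effect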
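material = purified tagged CAL PDZ domain construct (CerCALP) | compound dosing = 20 µM, one dose | times = 1 h at RT | measured by = fluorescence polarization from S- and P-plane intensities, G-factor corrected | read-out = inhibition from polarization loss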
PvdQ inh: blocks Pseudomonas aeruginosa PvdQ acylase activity; inhibition, % at 10 µM; actives 0.063% (n = 340,000); purified PvdQ acylase, fluorescence plate reader; in the data active means inhibition above about 30%, passing the limit was not always enough; inconclusive means no clear call, values can overlap the other calls;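 further: 0% = vehicle neutral wells and 100% = reference inhibitor wells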
Tat export inh: inhibitors of E. coli Tat protein transport; E. coli MC4100 TorA-mCherry Tat export, fluorescence; inhibition, % at 10 µM; actives 0.036% (n = 340,000);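 active means mean replicate inhibition at least 50% and at least half of replicates individually reaching 50%; inconclusive means only one of the two criteria met; inactive means neither criterion met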;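 further: exported cargo escapes ClpAP degradation while cytoplasmic cargo is degraded and loses fluorescence; 0% = median of neutral control wells and 100% = median of NaSCN control wells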
AddAB inh: less growth of phage-infected E. coli with AddAB. actives 0.29% (n = 330,000). inhibition, % at 11.9 µM. AID 435030. E. coli expressing H. pylori AddAB, absorbance growth; in the data active means inhibition above about 12%;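 further: 0% = vehicle wells of infected cells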
An asterisk follows results filed as active; ? = inconclusive; . = no result given. An unsorted share of the library (roughly 1.9% active in at least one column).

SMILES | phage Ecoli inh | Wnt act | Ecoli viability | DAGLB inhibitor | PfHsp90 set2 | Rtt109 HAT inh | CAL PDZ FP | PvdQ inh | Tat export inh | AddAB inh
COC(=O)c1cc(OC)c(OC)cc1NC(=O)CN1C(=O)c2ccccc2C1=O | 3.4 | -1 | 0.5 | 0 | -153 | 9 | -1.3 | -9 | -6 | 0.2
O=C(CSc1nc2c(cnn2-c2ccccc2)c(=O)[nH]1)N1CCOCC1 | 2.5 | . | -1.9 | 0 | -19 | -5 | -1.0 | -5 | -6 | 2.4
CCOc1ncccc1C(=O)OCC(=O)c1c[nH]c2ccccc12 | 3.2 | -4 | -3.7 | -2 | . | 12 | -0.2 | 0 | -8 | -2.0
CC(C)CCN1CCN(Cc2nc3ccccc3s2)CC1CCO (stereo not given) | 3.5 | -1 | -0.4 | 2 | -33 | 9 | 0.4 | -1 | 4 | 0.6
O=C(COc1ccccc1N1C(=O)C2C3C=CC(C3)C2C1=O)c1ccccc1 (stereo not given) | 5.0 | 4 | -5.1 | -1 | -3 | -11 | -0.4 | -20 | 2 | 2.2
Cc1ccc(S(=O)(=O)N(C)C)cc1NC(=O)Cn1c(CN2CCOCC2)nc2ccccc2c1=O | 3.9 | -1 | -0.5 | 1 | 19 | -1 | -3.8 | -8 | -1 | 1.9
O=C(NC(CO)Cc1ccc([N+](=O)[O-])cc1)C(Cl)Cl (stereo not given) | . | 1 | 83* | -1 | -15 | 17 | -1.9 | 9 | 12 | 81*
Cc1ccc(S(=O)(=O)NC2CCCCC2)cc1 | 1.5 | 5 | -2.5 | -4 | -21 | 2 | 0.1 | -7 | 3 | 2.7
CCc1cccc(NC(=S)Nc2cccc3ccccc23)c1 | 1.6 | 10 | -2.8 | 0 | -8 | -6 | -2.9 | -14 | 3 | -1.9
CCC(CC)C(=O)NCCc1ccc(OC)cc1 | 1.4 | . | 0.1 | 2 | . | 0 | -1.9 | 6 | -2 | 1.1
CC(C)[C@H](NC(=O)C1CCC(CNC(=O)[C@@H]2CCCN2C(=O)OC(C)(C)C)CC1)C(=O)O (stereo not given in full) | -3.4 | 2 | . | -3 | 15 | 8 | -0.8 | -8 | -6 | .
Cc1ccc(NC(=O)NCC2CC2(Cl)Cl)cc1 (stereo not given) | 2.7 | 15 | 1.9 | -3 | 43 | 0 | -1.3 | -14 | -11 | 1.0
COc1cc(NC(=O)c2ccco2)c(C(=O)O)cc1OC | 2.7 | . | 0.2 | 2 | 2 | -7 | -1.4 | -4 | 16 | 1.3
Cc1nc(NC(=O)CSC2=NCCS2)sc1C(=O)N(C)C | -1.6 | 3 | 0.2 | 1 | 5 | -8 | -2.9 | -9 | -13 | 2.3
CNC(=O)NC(=O)Cn1cnc2sc(-c3ccccc3)cc2c1=O | 1.6 | 2 | -3.3 | . | . | . | . | . | . | -2.1
COCc1c(C)cc(C)c(/C=N/O)c1C | 3.0 | -1 | -0.9 | 2 | . | -14 | -2.7 | -5 | 1 | 4.6
COc1ccc(NCc2nnc(SCC(=O)Nc3nc(-c4ccccc4)cs3)n2-c2ccccc2)cc1 | 2.5 | -5 | -3.3 | 4 | 5 | -8 | -1.2 | -16 | -7 | 1.9
CC1(C)C(=O)Nc2ccccc2N1C(=O)COc1ccc(S(=O)(=O)N2CCOCC2)cc1Cl | 0.2 | . | -3.3 | 2 | . | -20 | -1.4 | -4 | 13 | -0.2
CC(=O)c1ccc(OCCCC(=O)NCC(c2ccco2)N(C)C)cc1 (stereo not given) | 1.0 | . | -1.4 | -1 | . | 3 | 0.1 | 4 | 6 | -0.8
COc1ccc(-c2nnn(CC(=O)N(CCCO)C(C(=O)NC3CCCC3)c3ccncc3)n2)cc1 (stereo not given) | 3.5 | -1 | 0.4 | 5 | 17 | -12 | -2.0 | -12 | 0 | 2.7
O=C(CN1C(=O)NC2(CCc3ccccc32)C1=O)Nc1ccccc1OC(F)F (stereo not given) | 4.3 | -2 | -1.2 | -3 | 19 | 4 | -0.1 | -1 | 4 | -0.6
COc1ccc(NC(=O)c2cccc3c2C(=O)c2ccc(-c4ccc(F)cc4OCc4ccccc4)cc2S3(=O)=O)cc1 | 1.9 | -10 | -1.2 | -2 | -12 | 8 | 0.0 | 9 | 3 | 0.6
O=C(OCC1COc2ccccc2O1)c1c(F)cccc1F (stereo not given) | -2.3 | . | -0.2 | -14 | 21 | -8 | -2.7 | -4 | -4 | 0.1
CC(C)NC(=O)CN(C(=O)CCC(=O)Nc1ccccn1)c1ccc(F)c(Cl)c1 | 2.6 | -1 | -1.2 | 1 | -29 | 4 | -1.2 | -17 | 5 | 0.3
Cc1cc(C(=O)N2CC=C(c3ccccc3)CC2)c2ccccc2n1 | 0.5 | -11 | 2.0 | -1 | 28 | -10 | 0.2 | -18 | 18 | 2.6

Entries of single compounds as entered above. Screens in order: phage Ecoli inh	Wnt act	Ecoli viability	DAGLB inhibitor	PfHsp90 set2	Rtt109 HAT inh	CAL PDZ FP	PvdQ inh	Tat export inh	AddAB inh
Record of `CCC(CC)C(=O)NCCc1ccc(OC)cc1` = 1.4	.	0.1	2	.	0	-1.9	6	-2	1.1
Record of `COc1ccc(NC(=O)c2cccc3c2C(=O)c2ccc(-c4ccc(F)cc4OCc4ccccc4)cc2S3(=O)=O)cc1` = 1.9	-10	-1.2	-2	-12	8	0.0	9	3	0.6

The listing continues:
SMILES | phage Ecoli inh | Wnt act | Ecoli viability | DAGLB inhibitor | PfHsp90 set2 | Rtt109 HAT inh | CAL PDZ FP | PvdQ inh | Tat export inh | AddAB inh
Cc1cccc(OCC2Cn3c(nc4c3c(=O)[nH]c(=O)n4C)O2)c1 (stereo not given) | 3.8 | -4 | . | -4 | -1 | 1 | 0.7 | -19 | 3 | .
CCOC(=O)N1CCC(=NNC(=O)Cn2ccc(C(F)(F)F)n2)CC1 | 1.7 | . | -0.1 | 0 | 0 | -2 | -2.0 | -7 | 1 | -0.9
O=c1[nH]c(CCl)nc2cc(-c3ccc(Cl)cc3)sc12 | 2.4 | . | -1.7 | 2 | -16 | 3 | -0.3 | -15 | -5 | -0.6
COc1cccc(C(=O)Nc2cc(OC)ccc2NC(=O)c2ccco2)c1 | 1.7 | 5 | -0.9 | -2 | 10 | -5 | -1.1 | -11 | 4 | 0.8
CCOC(=O)c1sc(NCC2CCCO2)nc1C (stereo not given) | 0.6 | 2 | -0.9 | -3 | 14 | -12 | -0.9 | -12 | -7 | 4.0
COC(=O)C1=CN(Cc2ccc(F)cc2)C=C(C(=O)OC)C1c1ccc(O)c(OC)c1 | 2.1 | -1 | . | -4 | -11 | -4 | -5.4 | -16 | 5 | .
CCc1ccc(NC(=O)CCc2nc3sc4c(c3c(=O)[nH]2)CCCC4)cc1 | 1.9 | -5 | -1.2 | 4 | . | -1 | 0.1 | -11 | 4 | 1.7
CC(C)Cc1cc(C(=O)N2CCC(N3CCC(C(=O)N4CCCC4)CC3)CC2)n[nH]1 | -1.5 | 0 | 0.2 | -2 | 6 | -6 | -3.3 | -7 | -6 | 0.6
CC(C)CN(CC(C)C)c1nc(N)c(C#N)c(CC#N)c1C#N | 2.0 | -6 | 1.4 | -3 | -6 | -1 | . | -11 | 7 | 0.3
O=C(CSc1ncnc2c1nnn2Cc1ccc(F)cc1)NCC1CCCO1 (stereo not given) | 2.3 | -1 | 0.2 | -2 | 1 | -8 | -3.5 | 0 | 0 | -0.1
O=C1N2CN(C(c3ccccc3)c3ccccc3)CN=C2SC1(CO)CO | 4.2 | -2 | -2.1 | -2 | . | 3 | -0.4 | -4 | -8 | 2.5
O=C1Nc2ccc(S(=O)(=O)N(CCO)CCO)c3cccc1c23 | -2.4 | 0 | . | 0 | -18 | -176 | . | -18 | -1 | .
CC(=O)NC1C(=O)N(CCc2ccccc2)c2ccccc21 (stereo not given) | 1.7 | 0 | 0.4 | -2 | . | 2 | -2.6 | -9 | 0 | 0.2
CNC(=O)C(C#N)(Cc1cc(C(C)=O)ccc1OC)Cc1cc(C(C)=O)ccc1OC | 1.3 | 0 | 3.0 | -3 | -15 | 2 | -1.9 | 11 | 0 | 2.0
COc1ccc(/C=N/Nc2nc(-c3cccnc3)nc3ccccc23)c(OC)c1 | -1.4 | -2 | -2.4 | -3 | -1 | 2 | -0.3 | -13 | -4 | -1.6
O=C(COc1ccccc1Cl)NNC(=O)C1CCCO1 (stereo not given) | 3.3 | . | 0.5 | 0 | . | -1 | 1.7 | -24 | -2 | 0.7
Cc1noc(C)c1COc1ccccc1C(=O)Nc1ccc(C(N)=O)cc1 | 3.1 | 2 | -3.3 | -7 | 10 | 0 | -0.6 | 0 | -7 | -0.4
CCN(CC)CCN(C(=O)c1cccc(N2C(=O)CCC2=O)c1)c1nc2cc3c(cc2s1)OCO3 | 3.1 | 1 | 0.8 | 1 | -25 | -1 | -0.4 | -5 | 3 | 1.2
O=C(/C=C/c1ccccc1[N+](=O)[O-])N1CCN(C(=O)c2ccco2)CC1 | 0.5 | -1 | 0.4 | -1 | . | -4 | -2.6 | -3 | -2 | 0.0
Cc1cccc(CNS(=O)(=O)c2ccc(-c3ccc(=O)[nH]n3)s2)c1 | -1.2 | -3 | -1.6 | -1 | 7 | -1 | -1.2 | -9 | -2 | 3.7
Cc1cccc(C(=O)N/N=C/c2ccccn2)c1 | -3.4 | 24 | -7.4 | -4 | -12 | 3 | -0.2 | -3 | 0 | 1.5
CC(=O)Nc1ccc(S(=O)(=O)NCC(=O)OCC(=O)N2CCCc3ccccc32)cc1 | 6.3 | . | -1.0 | -2 | 0 | -3 | 0.2 | -12 | 2 | -0.4
COc1cccc(CN2CCC(C(=O)N3CCN(c4ccccc4F)CC3)CC2)c1OC | 0.4 | -1 | -3.8 | 1 | -6 | -5 | -0.5 | 3 | 0 | -0.5
O=C(NCCCc1ccccc1)c1cnc2n(c1=O)CCS2 | 3.1 | 10 | 3.7 | -6 | -1 | 18 | . | 6 | 2 | 0.3
O=C(Cc1ccccc1)Nc1ccc(NC(=O)c2cccs2)cc1Cl | 2.8 | 3 | 0.5 | -7 | -7 | -4 | 0.8 | 4 | 3 | 3.2
CSC(=S)N/N=C/c1ccccc1 | 6.2 | 1 | 6.0 | -3 | -43 | . | -0.2 | ? | 0 | 9.0
COC(=O)c1cc(Br)ccc1OC(=O)c1cccnc1 | 1.2 | -6 | -0.9 | -2 | . | 9 | -1.6 | -6 | -5 | 0.8

Shown as a hit in AddAB inh, among the entries above:
molecule	phage Ecoli inh	Wnt act	DAGLB inhibitor	PfHsp90 set2	Rtt109 HAT inh	CAL PDZ FP	PvdQ inh	Tat export inh	AddAB inh
O=C(NC(CO)Cc1ccc([N+](=O)[O-])cc1)C(Cl)Cl (stereo not given)	.	1	-1	-15	17	-1.9	9	12	81*

Limited to CAL PDZ FP (2 entries from above):
SMILES,CAL PDZ FP
COc1cccc(C(=O)Nc2cc(OC)ccc2NC(=O)c2ccco2)c1,-1.1
CCOC(=O)c1sc(NCC2CCCO2)nc1C (stereo not given),-0.9
